# RNase H inhibition: RNase H inhibition, HIV 1 Gag Pol polyprotein, FRET biochemical assay, screening (AID 372). HIV-1 RT RNase H, FRET RNA/DNA substrate fluorescence; higher % means a stronger effect. one-dose inhibition, % at 10 µM; IC50 in µM for titrated hits. actives 0.77% (n = 100,000); in the data active = inhibition above about 50%
# An asterisk follows results filed as active. A portion of the library; the hit share may differ from the screen's.
compound,RNase H inhibition
CCN(CC)CCCCOc1cccc(Cl)c1,0%
Cc1onc(-c2ccccc2)c1C(=O)N1CCc2ccccc21,0%
CCOC(=O)C1=C(C)N=C2SC(Cc3ccc(Br)cc3)C(=O)N2C1c1ccc(OC)cc1 (centres undefined),4%
CC(C)N1C(=O)/C(=C\c2ccc(N(C)C)cc2)SC1=S,15%
CC(C)(C)c1cc(C(=O)N/N=C/c2ccc(Cl)cc2Cl)n[nH]1,11%
O=C(CCCOc1ccc(Cl)cc1Cl)N1CCCc2ccccc21,18%
NN1CCN(Cc2cccc3ccccc23)CC1,7%
O=C(c1ccccc1)c1ccccc1C(=O)N1CCOCC1,0%
CC(=O)OCCCN1C(=O)c2ccc([N+](=O)[O-])cc2C1=O,0%
O=C(/C=C/c1cccc([N+](=O)[O-])c1)Nc1cc(C(F)(F)F)cc(C(F)(F)F)c1,0%
CCOC(=O)c1ccc(-c2ccc(C(=O)Nc3ccc(-c4nc5ccccc5o4)cc3)o2)cc1,41%
O=C(CSc1nnc(-c2cccc(F)c2)n1-c1ccccc1)Nc1ccccc1,13%
CCOC(=O)c1c(NC(=O)c2ccc(OC)cc2OC)sc(C(=O)N(CC)CC)c1C,1%
Nc1nc(SCCCCN2C(=O)c3ccccc3C2=O)nc2sc3c(c12)CCC3,0%
COc1cccc(N(CC(=O)Nc2ccc(C(C)C)cc2)S(=O)(=O)c2ccccc2)c1,11%
COc1ccc(NC(=O)CSc2ccncc2)c([N+](=O)[O-])c1,8%
COc1ccc(NC(=O)c2ccc(C(=O)c3ccccc3)o2)cc1,10%
COc1ccc(OC)c(/C=N/NC(=O)C(=O)N2CCCC2)c1,0%
COC(=O)c1sccc1NC(=O)CCc1ccccc1,8%
COc1ccc(C2CC(C(F)(F)F)n3ncc(C(=O)NCCc4ccccc4)c3N2)cc1OC (centres undefined),9%
CCOC(=O)c1[nH]c(=O)[nH]c1CSc1nccn1C,0%
O=C(COc1ccccc1Cl)NNC(=O)c1cccnc1,8%
COc1ccc(C2CC(O)(C#Cc3ccccc3)C(C)C(c3ccc(OC)cc3)N2)cc1 (centres undefined),16%
Cc1ccc(Cc2cnc(NC(=O)c3ccco3)s2)cc1,7%
CCOC(=O)C1=C(C)N=c2s/c(=C\c3ccccc3OCc3ccc(Cl)cc3)c(=O)n2C1c1ccc(N(C)C)cc1 (centres undefined),11%
COCc1cc(CN2CCC(C)CC2)c(O)c2ncccc12,1%
COC(=O)c1ccc(NC(=O)COc2cc(C)c(Cl)c(C)c2)cc1,13%
Cc1ccc(C(=O)Nc2ccc(-c3nc4cc(Cl)ccc4o3)cc2)cc1C,33%
O=C(NCc1ccc(Cl)cc1)c1ccc(CN2CCc3ccccc3C2)cc1,9%
O=c1oc2ccc(Cl)cc2cc1-c1ccccc1,2%
C(=N\N=C\c1ccccc1OCc1ccccc1)/c1ccccc1OCc1ccccc1,17%
Cc1ccccc1C(=O)c1coc2ccccc2c1=O,13%
CCC(C(=O)Nc1sc(C(=O)OC(C)C)c(C)c1C#N)c1ccccc1 (centres undefined),19%
O=C(/C=C/c1ccc(Cl)cc1Cl)N1CCc2ccccc2C1,41%
CCNC(=S)NNC(=O)CSc1nnc(-c2ccc(OC)c(OC)c2)n1-c1ccccc1,5%
Cc1ccccc1NCC(=O)N/N=C\c1ccc(-c2cccc(Cl)c2)o1,19%
COc1cc(NC(=O)c2ccc3ccccc3c2)c(OC)cc1Cl,0%
Cc1ccc(/C=C2\C(=O)NN(c3ccc(Cl)c(Cl)c3)C2=O)s1,11%
Cc1ccc(-n2nc3ccc(NC(=S)NC(=O)c4ccccc4Cl)cc3n2)cc1Cl,4%
COc1ccc(C(=O)NNC(=S)NC2CCCCC2)cc1OC,15%
O=C(Nc1cccc2ccccc12)N(Cc1ccccc1)Cc1ccccc1,13%
O=C(CC1S/C(=N\N=C2/CCCc3ccccc32)NC1=O)Nc1ccc(Cl)cc1Cl (centres undefined),20%
CCCCOc1ccc(CN2CCCCC2CC)cc1 (centres undefined),9%
COc1c(O)ccc(/C=N\NC(=O)c2ccc(Br)cc2)c1[N+](=O)[O-],5%
Oc1ccccc1-c1cc(-c2ccccc2Cl)[nH]n1,18%
O=[N+]([O-])c1ccc2c(c1)S(=O)(=O)N=C2Nc1cccnc1,3%
COc1ccc(C(=O)Nc2ccccc2)cc1NC(=O)c1ccc(Cl)c(Cl)c1,8%
CCOC(=O)c1c(N)sc2c1CCC(c1ccccc1)C2 (centres undefined),13%
O=C(N/N=C/c1cccc([N+](=O)[O-])c1)C1COc2ccccc2O1 (centres undefined),2%
COc1ccc(C(=O)N2CCN(C(=O)c3cccs3)CC2)cc1,0%

# Going on with the list.
compound,RNase H inhibition
O=C(Nc1cccc2nsnc12)c1ccc(-c2cccc(Cl)c2)o1,24%
NC(=O)C1CCN(Cc2c(O)ccc3ccccc23)CC1,12%
O=C(NC1CCCCC1)ON=C(c1ccc(Cl)cc1)c1ccc(Cl)cc1,20%
Oc1ccc(-c2cc(-c3ccccc3)c3cc(Cl)ccc3n2)cc1,6%
Nc1ccccc1C(=O)N/N=C\c1ccc(-c2cc([N+](=O)[O-])ccc2Cl)o1,17%
CC(=O)Oc1ccc2c(c1)oc(=O)c1c3cc(OC(C)=O)c(OC(C)=O)cc3oc21,14%
COCCNS(=O)(=O)c1ccc(OC)cc1,12%
COCCOC(=O)C1=C(C)N(C)C(=O)NC1c1ccc([N+](=O)[O-])cc1 (centres undefined),13%
COc1cc(/C=C2\SC(=S)N(C3CCS(=O)(=O)C3)C2=O)ccc1O (centres undefined),6%
O=C(Nc1ccc(OC(F)(F)F)cc1)c1ccc2c(c1)OCCO2,4%
O=C1C2C3C=CC(CC3)C2C(=O)N1c1ccccc1 (centres undefined),7%
CCN(CC)c1ccc(/C=C2\C(=O)NC(=O)N(c3cccc(C)c3C)C2=O)o1,12%
CCCSc1nnc2c(n1)OC(c1cc(OC)c(OC)c(OC)c1)Nc1ccccc1-2 (centres undefined),13%
NS(=O)(=O)c1ccc(CNC2CC(=O)N(c3ccc(Cl)c(Cl)c3)C2=O)cc1 (centres undefined),10%
O=C(Nc1nccs1)c1ccc(N2C(=O)c3cccc([N+](=O)[O-])c3C2=O)cc1,56%*
CSCCC(NC(=O)/C(=C\c1ccc(Cl)cc1)NC(=O)c1ccccc1)C(=O)O (centres undefined),9%
COc1ccc(/C=N/Nc2nc(N3CCCC3)nc(N3CCCC3)n2)c(OC)c1,16%
COc1ccc(O)c(/C=N/NC(=O)c2ccccc2I)c1,27%
Cc1ccc(N2C(=O)c3ccccc3C2=O)cc1[N+](=O)[O-],34%
COc1ccc2oc(=O)c(C(=O)N3CCN(CCO)CC3)cc2c1,16%
Cc1cc(C)nc(NS(=O)(=O)c2ccc(NC(=O)c3cccs3)cc2)n1,3%
CCCOc1ccc(C2NC(=O)NC(C)=C2C(=O)OCCOc2ccccc2)cc1OC (centres undefined),22%
CCCOC(=O)c1c(-c2ccc(Cl)c(Cl)c2)csc1N,34%
Cc1ccc(NC(=O)c2cccc(C)c2)nc1,1%
O=C(Oc1ccc(Cl)cc1)c1cc([N+](=O)[O-])ccc1Cl,17%

# Further compounds
compound	RNase H inhibition
CCCCOc1ccc(-c2nc(C3CCCCC3)no2)cc1	23%
CC1=C(C(=O)Nc2ccccc2)C(c2ccccc2Br)NC(=S)N1 (centres undefined)	2%
COC(=O)CC1(c2ccccc2)C(=O)c2ccccc2C1=O	0%
O=c1c2ccccc2c(=O)c2c1c(N1CCOCC1)cc1oc3cc(Cl)ccc3[nH]c12	0%
Cn1c(-n2c(CCCN3C(=O)c4ccccc4C3=O)nc3ccccc3c2=O)nc2ccccc21	7%
O=C(/C=C/c1ccc(OCc2ccccc2)cc1)c1ccc(Br)cc1	4%
COc1ccccc1/C=N/Nc1cc(-c2ccccc2)nc(C)n1	16%
O=C(N=Nc1c(O)[nH]c2ccccc12)c1ccc(Br)cc1	0%
CCSCCOC(=O)C1=C(C)NC2=C(C(=O)CC(c3ccc(OC)cc3)C2)C1c1cccc(O)c1 (centres undefined)	13%
COc1cc(C)ccc1OCCOc1ccc(Cl)c(C)c1	22%

# Sorted by molar mass (low to high): some entries from above
compound	RNase H inhibition
CCCCOc1ccc(-c2nc(C3CCCCC3)no2)cc1	23%
CC1=C(C(=O)Nc2ccccc2)C(c2ccccc2Br)NC(=S)N1 (centres undefined)	2%
O=c1c2ccccc2c(=O)c2c1c(N1CCOCC1)cc1oc3cc(Cl)ccc3[nH]c12	0%
Cn1c(-n2c(CCCN3C(=O)c4ccccc4C3=O)nc3ccccc3c2=O)nc2ccccc21	7%

# Next results:
compound	RNase H inhibition
Cc1cccc(OCC(=O)Nc2ccc(Cl)cc2C(F)(F)F)c1	12%
Cc1ccc(S(=O)(=O)N2CCN(CCNC(=O)C(=O)Nc3ccc(Br)cc3)CC2)cc1	4%
COc1cc(C)ccc1OCCOCCOc1cc(C)c(Cl)cc1C	9%
C=CCc1cccc(C=Nc2ccc(Br)cc2)c1O	3%
C/C(=N\Nc1nc(C)cc(-c2ccccc2)n1)c1ccc(Br)cc1	9%
Cc1ccc(-n2nc3ccc(NC(=O)c4cc5ccccc5o4)cc3n2)cc1	7%
CCc1cccc(NC(=O)c2ccccc2Br)c1	1%
O=c1/c(=C/c2cc([N+](=O)[O-])ccc2OCCCOc2ccccc2)sc2nc3ccccc3n12	4%
COC(=O)c1ccc(C(=O)OC)c(NC(=O)c2sc3ccccc3c2Cl)c1	17%
O=C(Nc1ccc(NC(=O)c2ccc(F)cc2)cc1)c1ccc(F)cc1	7%
O=C(/C=C/c1ccc(F)cc1)NCCSCc1ccccc1	10%
COc1ccc(-n2c(O)c(/C=C3/C=Nc4ccccc43)sc2=S)cc1	11%
CCSCCOC(=O)C1=C(C)NC2=C(C(=O)CC(c3ccc(OC)cc3)C2)C1c1ccc(OC)c(OC)c1 (centres undefined)	6%
N#Cc1c(NC(=O)c2cc3ccccc3oc2=O)sc2c1CCCCC2	15%
CC(=O)C1=C(O)C(=O)N(CCO)C1c1ccc(C)cc1 (centres undefined)	2%
COc1cc(/C=C2\C(=O)NC(=O)N(c3ccc(Cl)c(Cl)c3)C2=O)ccc1O	10%
CCCC(=O)Nc1cccc(NC(=O)COc2ccc(C)c(C)c2)c1	5%
C=CCOc1ccccc1/C=C1\N=C(c2ccc(F)cc2)OC1=O	19%
CCOC(=O)c1c(NC(=O)COc2ccccc2C)sc(C(=O)N2CCCCC2)c1C	29%
O=C(CN(Cc1ccccc1)S(=O)(=O)c1ccc(Br)cc1)N/N=C/c1c(O)ccc2ccccc12	14%

# Some of the entries so far, with each value named:
O=C(/C=C/c1ccc(F)cc1)NCCSCc1ccccc1
  RNase H inhibition = 10%

COc1ccc(-n2c(O)c(/C=C3/C=Nc4ccccc43)sc2=S)cc1
  RNase H inhibition = 11%

CCSCCOC(=O)C1=C(C)NC2=C(C(=O)CC(c3ccc(OC)cc3)C2)C1c1ccc(OC)c(OC)c1 (centres undefined)
  RNase H inhibition = 6%

N#Cc1c(NC(=O)c2cc3ccccc3oc2=O)sc2c1CCCCC2
  RNase H inhibition = 15%

# The listing continues:
compound	RNase H inhibition
CC(C)c1ccccc1NC(=O)C(c1ccccc1)c1ccccc1	15%
COc1ccc(CC(=O)NCC2(c3ccccc3)CCCC2)cc1	0%
CC(=O)Nc1ccc(NC(=S)Nc2ccc(F)cc2)cc1	3%
CN1C(=O)C(=Cc2ccc([N+](=O)[O-])o2)C(=O)N(C)C1=S	3%
Cc1ccc(-c2nc3cc(NC(=O)c4sc5ccccc5c4Cl)ccc3o2)cc1	20%
Cc1cc(C)nc(/N=C(/N)Nc2cccc([N+](=O)[O-])c2)n1	6%
CN1C(=O)/C(=C\c2ccc(Cl)cc2Cl)OC1=S	14%
CC1=CC(C)C2C(=O)N(Cc3ccc[n+](C)c3)C(=O)C2C1 (centres undefined)	2%
Cc1cc(N2C(=O)NC(=O)/C(=C\c3cn(C)c4ccccc34)C2=O)ccc1Br	2%
COc1ccc(/C=N/Nc2nc3ccccc3nc2C)cc1	2%
Cc1cccc(NC(=O)C(=O)NCCc2ccc(Cl)cc2)c1	8%
CCOC(=O)/C(C#N)=C(\N)C(F)(F)F	8%
COc1ccc(C(=O)Nc2sc3c(c2C(N)=O)CCCCCC3)cc1OC	0%
COC(=O)c1ccc(-n2c(C)cc(C=C3C(=O)NC(=S)NC3=O)c2C)cc1	15%
Cc1ccc(NC(=O)/C=C/c2ccccc2Cl)c(Br)c1	1%
O=C(NC1CCCCC1)N1CCN(c2cccc(Cl)c2)CC1	0%
COc1ccc(C2/C(=C(/O)c3ccc(Cl)cc3)C(=O)C(=O)N2CCCO)cc1OC (centres undefined)	7%
O=C(Nc1cccc2ccccc12)OCCOc1c(Cl)cc(Cl)cc1Cl	22%
Cc1ccc(O)c(NC(=O)CN2C(=O)c3ccccc3C2=O)c1	12%
CC(c1ccccc1)c1nnc(NC(=O)c2ccco2)s1 (centres undefined)	28%

# In the list so far, three contain a cyano group.
compound	RNase H inhibition
CCC(C(=O)Nc1sc(C(=O)OC(C)C)c(C)c1C#N)c1ccccc1 (centres undefined)	19%
N#Cc1c(NC(=O)c2cc3ccccc3oc2=O)sc2c1CCCCC2	15%
CCOC(=O)/C(C#N)=C(\N)C(F)(F)F	8%

# Following part
compound	RNase H inhibition
O=C1NC(=S)N/C1=C/c1cc([N+](=O)[O-])ccc1Cl	20%
Cc1cc(NC(=O)c2ccc(Cl)c(Cl)c2)ccc1NC(=O)c1ccccc1	14%
CC(C)(C)C(=O)Nc1nnc(-c2ccccc2)s1	6%
Cc1cc[n+](CC(=O)c2ccccc2)c2ccccc12	0%
O=C(Cc1ccc(Cl)cc1)N/N=C/c1ccncc1	6%
CC(=O)c1cccc(Nc2nc(-c3sc(N)nc3C)cs2)c1	11%
CC(C)(C)c1ccc(-c2nc(-c3ccc(Cl)cc3Cl)no2)cc1	15%
CCOP(=O)(CC(CN1CCCCC1)P(=O)(OCC)OCC)OCC (centres undefined)	6%
Cc1cc(C)nc(NC(=O)c2ccc(F)cc2)c1	3%
CN(C)c1ccc(C=Nc2ccc(Cl)cc2)cc1	0%
CCCCOc1ccc(C2(C)CC(=O)NC2=O)cc1 (centres undefined)	3%
